# RSV CPE inhibition: RSV antiviral activity via CPE protection, HEp-2 cells, primary 10 µM value included (AID 2391). HEp-2 cells, RSV-induced CPE inhibition; higher % means a stronger effect. one-dose CPE inhibition, % at 10 µM; IC50 in µM for titrated hits. hit rate 0.13% among 310,000; in the data active means a potency from the dose series; inconclusive means CPE inhibition mostly from about 23% at the one dose, without a potency; inactive means the rest, 99 in 100 with CPE inhibition below about 21%; further: strong numbers were not always called active
# West Nile antiviral: inhibition of WNV-induced cytopathic effect – cell-based, CPE readout (AID 1621); West Nile virus-infected cells, CPE inhibition; higher % means a stronger effect; hit rate 0.02% among 290,000; CPE inhibition, % at 10 µM; hits with a dose series show IC50 in µM; in the data active means a potency from the dose series; inconclusive means CPE inhibition mostly from about 3.7% at the one dose, without a potency; inactive means the rest, 99 in 100 with CPE inhibition below about 2.2%; further: strong numbers were not always called active
# Salmonella PhoP GFP: PhoP-dependent GFP reporter repression – Salmonella Typhimurium, primary screen (AID 1863); S. Typhimurium PhoP-regulated promoter GFP reporter, 4 h; higher % means a stronger effect; inhibition, % at 50 µM; hits with a dose series show IC50 in µM; hit rate 0.16% among 300,000;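 active means inhibition over 29.93%, a cutoff 3 SD above the screen mean, later confirmed by dose response; inconclusive means inhibition over 29.93% but no dose response follow-up; inactive means inhibition at most 29.93% or unconfirmed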;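 further: 0% = low Mg2+ inducing control and 100% = high Mg2+ repressing control; strong numbers were not always called active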
# T cell modulator: T cell immune modulation candidate; 2C CD8+ T cell-vesicle binding, flow cytometry; hits give low values; calls only at 7 µM; hit rate 0.068% among 330,000; AID 2052;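 active means response, share of CD8 T cells binding vesicles, and their 90th percentile fluorescence all below set limits, cut at about 80% in these data, passing the limit was not always enough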
#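 Read-out – percent CD8+ FL2 mean versus row control · System – murine 2C transgenic CD8+ T lymphocytes · Times – 1.5 h cell–vesicle binding at 37 °C, then 20 min icy labelling · Control set – naked vesicles low, QL9 vesicles with vehicle high · Detection – cytometric PE anti-B7-1 and Alexa647 anti-CD8 signals after 1% paraformaldehyde fixation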
# Myeloid diff MLP: compounds promoting myeloid differentiation; calls only at 10 µM; ER-HoxA9 myeloid progenitors, lysozyme-GFP differentiation, flow cytometry; hit rate 1% among 360,000; AID 624256;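 active means normalized GFP-positive differentiation at or above the plate's own cutoff, the solvent-only control mean plus 3 SD; inconclusive means no clear call, values can overlap the other calls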;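 further: cells exposed to compound for four days before flow analysis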
# Rac1 GTP hydrolysis: MgcRacGAP GTPase-activating activity inhibitors, confirmation, biochemical, ADP Hunter fluorescence. one-dose inhibition, % at 30 µM; IC50 in µM for titrated hits. MgcRacGAP-stimulated Rac1 GTP hydrolysis, ADP Hunter fluorescence; higher % means a stronger effect; GST-tagged Rac1 F28L mutant substrate. hit rate 0.6% among 340,000;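 active means first-screen hits whose inhibition reached a set limit at any dose in the follow-up dose series; inconclusive means inhibition above the set first-screen limit but never retested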;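 further: fluorescence reports GDP produced by GAP-driven GTP hydrolysis; strong numbers were not always called active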
# WT yeast gro inh: growth inhibition of WT yeast, mitochondrial fusion screen; mitochondrial fusion phenotypic screen, WT strain; inhibition, % at 10 µM; hit rate 2.1% among 190,000; AID 1362; in the data active means inhibition above about 58%; tested in S. cerevisiae
# SV40 large T antigen: TAg ATPase/helicase activity blockers – biochemical (AID 1903) | SV40 large T antigen ATPase/helicase inhibition assay; higher % means a stronger effect | one-dose inhibition, % at 20 µM; IC50 in µM for titrated hits | hit rate 0.39% among 310,000; in the data active means a potency from the dose series; inconclusive means inhibition mostly from about 32% at the one dose, without a potency; inactive means the rest, 99 in 100 with inhibition below about 32%; further: strong numbers were not always called active
# b-catenin transl: alters nuclear translocation of beta-catenin in HeLa cells; hit rate 0.3% among 190,000; nuclear translocation activity, % at 5 µM; immunofluorescence imaging;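 active means nuclear translocation activity above 50% at 5 µM, with a well cell count of 50 or more; inconclusive means wells under 50 cells across six images, flagged as toxic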;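 further: per-cell ratio of nuclear to cytoplasmic median beta-catenin stain intensity; plate controls were DMSO negative control for no effect and GSK-3 inhibitor IX positive control for full effect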
#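 Signal – beta-catenin immunofluorescence imaging with DAPI · Test system – human HeLa cell line · Dosing – 5 µM primary single dose, 0.1% DMSO, 0.02–20 µM confirmation series · Measure – % activation, nuclear-to-cytoplasmic median beta-catenin signal ratio per cell · Incubation – 24 h compound exposure at 37°C, 5% CO2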
# WT yeast gro inh mutant strain: further read-out of WT yeast gro inh, marked with its call; inhibition, %; mitochondrial fusion phenotypic screen, mutant strain inhibition
# b-catenin transl cell count 5 µM: also measured in b-catenin transl; calls as there; cell count; measured here: cell count, cytotoxicity flag
# T cell modulator vesicle-bound %: further read-out of T cell modulator, marked with its call; double positive events, %; measured here: CD8+ vesicle-bound cell fraction;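 binding gate set so that unloaded-vesicle control wells show 10% double positive cells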
# Myeloid diff MLP GFP+ MAC1+ %: second read-out of Myeloid diff MLP, no call of its own (marks repeat the call); GFP+ MAC1+ double positive, %; measured here: differentiation confirmed by MAC1 staining
# * marks the source's active call; other numbers are inactive results; i = inactive; ? = inconclusive; / = no result given. Hits appear at their usual frequency; any-hit rate near 3.6%.
# The opening 2 compounds, to show the layout:
SMILES,RSV CPE inhibition,West Nile antiviral,Salmonella PhoP GFP,T cell modulator,T cell modulator vesicle-bound %,Myeloid diff MLP,Myeloid diff MLP GFP+ MAC1+ %,Rac1 GTP hydrolysis,WT yeast gro inh,WT yeast gro inh mutant strain,SV40 large T antigen,b-catenin transl,b-catenin transl cell count 5 µM
Cc1ccc(C2C(C#N)=C(N)SC(N)=C2C#N)o1,0.5%,-0.4%,-12%,i,53,/,/,/,25,27,?,-0.9,1057
CN(CCc1cnn(C)c1)Cc1cn(C)nc1-c1ccccc1F,-1.9%,1.1%,-3%,i,31,i,0.7,3%,-13,2,-8%,0.1,1539

# The whole of this part (from the top)
SMILES,RSV CPE inhibition,West Nile antiviral,Salmonella PhoP GFP,T cell modulator,T cell modulator vesicle-bound %,Myeloid diff MLP,Myeloid diff MLP GFP+ MAC1+ %,Rac1 GTP hydrolysis,WT yeast gro inh,WT yeast gro inh mutant strain,SV40 large T antigen,b-catenin transl,b-catenin transl cell count 5 µM
Cc1ccc(C2C(C#N)=C(N)SC(N)=C2C#N)o1,0.5%,-0.4%,-12%,i,53,/,/,/,25,27,?,-0.9,1057
CN(CCc1cnn(C)c1)Cc1cn(C)nc1-c1ccccc1F,-1.9%,1.1%,-3%,i,31,i,0.7,3%,-13,2,-8%,0.1,1539
O=C(N/N=C/c1ccc2c(c1)OCO2)C(O)c1ccccc1 (centres undefined),3.8%,-0.4%,-26%,i,55,i,0.2,3%,-13,-18,5%,-1.3,540
COc1cccc(-c2cc(C(=O)Nc3cc(C)nn3-c3ccccc3)no2)c1,-0.3%,0.3%,24%,i,16,i,0.8,3%,-18,-3,-2%,1.1,1037
CCc1cc(/C(Cc2ccccn2)=N\Nc2ccccc2)c(O)cc1O,14%,-0.1%,14%,i,45,i,0.1,6%,2,-7,5%,3.7,1061
O=C(C[n+]1ccccc1)NNc1ccccc1,-2.3%,/,/,i,23,i,0.2,-7%,/,/,9%,/,/
Cn1cccc1C(=O)C(=O)Nc1cccc(Cl)c1Cl,0.8%,0.1%,-1%,i,46,i,2.3,6%,1,2,20%,/,/
CCC(C)[C@H](NC(=O)[C@H](Cc1ccccc1)n1c(=O)[nH]c2ccccc2c1=O)C(=O)N1CCC(C(=O)O)CC1 (some centres undefined),-0.7%,-0.3%,-3%,i,43,i,2.4,0%,/,/,1%,/,/
O=C1C2CC=CCC2C(=O)N1c1nc2n(n1)C(c1ccccc1)CC(c1ccccc1)N2 (centres undefined),2.7%,0.2%,0%,i,28,i,0.6,5%,7,20,14%,-7.5,998
COC(=O)C1=C(C)NC(=O)NC1c1ccc(-c2ccccc2Cl)o1 (centres undefined),5.3%,-0.4%,-6%,i,41,i,0.3,4%,2,7,4%,-2.6,1055
Cc1ccc(-c2csc(NCCc3nc4cc(Cl)c(Cl)cc4n3CCOCCO)n2)cc1,31%,-0.6%,1%,i,58,i,0.8,-1%,/,/,9%,/,/
CCC(C)/C(C)=N/NC(=O)CNS(=O)(=O)c1ccc([N+](=O)[O-])cc1 (centres undefined),0.9%,0.5%,0%,i,32,i,0.2,9%,9,-1,8%,-0.1,1135
O=C(c1ccc(Cl)cc1)C1CCN(C(=O)c2ccc(F)cc2)CC1,11%,-1.7%,4%,i,57,i,0.6,3%,/,/,3%,/,/
O=C(CCCCCn1c(=S)[nH]c2ccsc2c1=O)NC1CCCCC1,3.0%,0.7%,-10%,i,12,i,11,-48%,/,/,14%,/,/
COc1ccc(CNC(=O)C2CC(=O)N(c3ccc(OCC(=O)N4CCCCC4)cc3)C2)cc1 (centres undefined),0.7%,0.0%,3%,i,41,i,3.9,7%,-8,-4,1%,-1.4,1109
CN=C(Nc1cc(Cl)ccc1Cl)SC1CC(=O)N(c2ccc(C(=O)OC)cc2)C1=O (centres undefined),?,-0.1%,8%,i,36,i,0.7,3%,69*,40*,-7%,-0.7,1083
O=C(COc1ccc(/C=N/NS(=O)(=O)c2ccccc2)cc1)Nc1ccccc1,1.6%,/,-1%,i,54,i,0.6,0%,9,6,11%,-1.6,1305
O=C(c1cccc(Cl)c1)N1CCN(C(=O)c2ccccc2F)CC1,6.5%,-0.1%,-5%,i,48,i,0.9,2%,-4,-43,1%,/,/
CCOC(=O)c1cn2ccc(C)cc2n1,0.0%,-0.2%,-11%,i,55,i,0.0,0%,-18,-10,8%,-3.0,1034
COc1ccc(OCCSc2ccc(S(=O)(=O)N3CCCC3)cn2)cc1,1.3%,/,/,i,19,i,0.4,8%,/,/,/,/,/
O=C(O)c1cc(NC(=O)c2ccc(Br)cc2)cc(NC(=O)c2ccc(Br)cc2)c1,0.2%,-1.1%,4%,i,53,i,0.8,13%,/,/,12%,/,/
CCC(C)NC(=S)N1CCN(Cc2ccccc2)CC1 (centres undefined),0.7%,0.3%,-2%,i,59,i,0.4,13%,-9,8,11%,0.9,1455
COC(=O)c1ccc(CS(=O)(=O)c2ccc(C)cc2)cc1,0.1%,-0.6%,2%,i,38,i,0.9,4%,0,12,3%,-6.0,1162
COc1ccc(S(=O)(=O)CCC(=O)NCc2ccc(C)o2)cc1,-1.3%,0.1%,/,i,62,i,3.1,-2%,/,/,/,/,/
O=C1COc2ccc(S(=O)(=O)CCC(=O)N3CCN(c4cccc(Cl)c4)CC3)cc2N1,1.5%,-0.3%,-13%,i,30,i,1.2,6%,/,/,7%,/,/
COc1ccccc1N1CCN(C(CNS(C)(=O)=O)c2cccnc2)CC1 (centres undefined),0.9%,0.5%,4%,i,34,i,0.0,12%,-9,-26,10%,-1.5,1108
Cc1ccc(C)c(CSc2ncccc2C(=O)O)c1,3.2%,0.5%,-16%,i,4,i,0.3,10%,-2,-4,11%,-1.9,556
CN1c2ccccc2C(=O)/C(=C\Nc2ccc(F)cc2)S1(=O)=O,0.5%,0.0%,-8%,i,36,i,0.4,-9%,/,/,3%,0.3,1345
CCN(CC(=O)Nc1ccc(OC)c(OC)c1)CC(=O)Nc1ccccc1C(F)(F)F,4.3%,-0.8%,-7%,i,29,/,/,12%,/,/,3%,/,/
O=C1NNC(c2ccccc2)=N/C1=C\c1ccccc1,3.4%,-0.2%,-11%,i,18,i,0.5,6%,/,/,9%,-0.5,1290
O=C(NC1CC1)C1=COCCO1,1.8%,1.3%,-6%,i,34,i,1.5,1%,8,-1,3%,/,/
CCCn1c(SCC(=O)Nc2ccc(Cl)cc2)n[nH]c1=O,14%,-0.8%,-6%,i,46,i,0.5,-4%,3,-22,22%,1.3,1156
Fc1ccc(-c2nnc(CN3CCN(c4ncc(C(F)(F)F)cc4Cl)CC3)o2)cc1,-0.2%,-1.4%,-14%,i,5,i,1.4,-4%,24,4,-4%,-0.9,1078
CCOCC(=O)Nc1nnc(C2CCCCC2)s1,0.5%,-0.2%,3%,i,23,i,0.9,12%,-4,0,9%,2.8,1013
CC(=O)Nc1ccc(NC(=O)CSc2nnc3ccc(-c4ccc(F)cc4)nn23)cc1,5.7%,1.3%,4%,i,30,i,0.4,22%,-5,-5,20%,-1.2,1127
CCOC(=O)c1ccc(Oc2cn[nH]c2-c2ccc(OCC(=O)NN)cc2O)cc1,?,-0.3%,18%,i,39,i,0.3,/,/,/,1%,/,/
CC1(c2ccccc2)NC(=O)N(CC(=O)Nc2nnc(C3CC3)s2)C1=O (centres undefined),1.3%,0.0%,-3%,i,10,i,2.2,5%,/,/,22%,/,/
CCN(CC)C1CCN(C(=O)CCc2nnc(CCc3ccccc3)o2)C1 (centres undefined),-1.9%,-0.3%,0%,i,13,i,0.2,8%,8,6,9%,2.4,964
CC(O)c1n(C)c(Cl)c[n+]1C (centres undefined),1.1%,/,-11%,i,36,i,1.2,9%,0,0,17%,/,/
CCc1noc(C)c1C(=O)Nc1cc(S(=O)(=O)N2CCOCC2)ccc1N1CCN(CC)CC1,-1.2%,/,1%,i,56,i,0.6,12%,/,/,27%,/,/
COc1ccc(OC)c(-n2c(CNC3CCN(Cc4ccccc4)CC3)nc3ccccc3c2=O)c1,-2.5%,-0.7%,13%,i,12,i,6.4,5%,4,2,11%,/,/
CS(=O)(=O)NN1C(=O)c2ccccc2NC1c1cccc2cccnc12 (centres undefined),1.3%,-0.1%,-3%,i,13,i,0.4,4%,1,12,-12%,-1.7,969
Cc1cc(C)nc(NC(N)=NC(C)c2ccccc2)n1 (centres undefined),3.5%,-0.8%,2%,i,41,/,/,/,-2,2,7%,1.4,1005
COc1cc2c(cc1NC(=O)c1ccc3c(c1)OCO3)oc1ccccc12,-0.9%,0.2%,13%,i,42,i,2.5,10%,5,9,14%,-0.1,1070
CC(NC(=O)Cc1cccs1)c1ccc2c(c1)OCO2 (centres undefined),-1.4%,-0.3%,3%,i,61,i,8.1,7%,1,9,11%,-0.9,1270
CCn1c2ccc(CC(=O)O)cc2c2cc(CC(=O)O)ccc21,1.2%,0.3%,-5%,i,35,i,0.7,6%,5,-6,10%,-2.8,1169
COc1nn(CC(=O)N2N=C(C(F)F)CC2(O)C(F)F)cc1[N+](=O)[O-] (centres undefined),1.9%,0.2%,0%,i,26,i,0.7,5%,20,7,11%,-2.0,1192
Cc1cccc(C(=O)Oc2ccccc2/C=N/NC(=O)c2ccc(NC(=O)C(C)(C)C)cc2)c1,1.9%,-0.6%,18%,i,58,i,0.6,0%,11,11,1%,-1.0,1133
N#C/C(=C\c1ccccc1[N+](=O)[O-])C(=O)Nc1ccc(S(N)(=O)=O)cc1,3.7%,-0.1%,2%,i,50,i,0.7,8%,/,/,29%,-1.0,1302
CCOc1ccc(S(=O)(=O)NC2CCCC2)cc1,2.1%,-0.7%,-3%,i,59,i,5.2,5%,/,/,1%,/,/
CCCCC(Nc1ncnc2ccccc12)C(=O)O (centres undefined),1.9%,0.3%,-14%,i,52,i,2.1,-2%,37,-12,11%,-7.6,1335
Fc1cccc(Cl)c1Cc1noc(/C=C/c2ccccc2)n1,?,-0.4%,4%,i,12,i,2.1,2%,9,-8,15%,0.7,1399

# From PubChem BioAssay
